High-throughput results from PubChem.
TRHR ag – qHTS for Small Molecule Agonists and Allosteric Enhancers of Human TRH Receptor: Primary Screen for Agonists. Thyrotropin-releasing hormone receptor (Homo sapiens), P34981. activation, % at 2 µM. AID 493084, 2011. TRHR cells, calcium flux fluo-8, FDSS agonist mode. 360,000 tested, 0.18% active; in the data active means activation above about 30%; further: 0% is about no effect
Target sequence (P34981 whole entry, looked up): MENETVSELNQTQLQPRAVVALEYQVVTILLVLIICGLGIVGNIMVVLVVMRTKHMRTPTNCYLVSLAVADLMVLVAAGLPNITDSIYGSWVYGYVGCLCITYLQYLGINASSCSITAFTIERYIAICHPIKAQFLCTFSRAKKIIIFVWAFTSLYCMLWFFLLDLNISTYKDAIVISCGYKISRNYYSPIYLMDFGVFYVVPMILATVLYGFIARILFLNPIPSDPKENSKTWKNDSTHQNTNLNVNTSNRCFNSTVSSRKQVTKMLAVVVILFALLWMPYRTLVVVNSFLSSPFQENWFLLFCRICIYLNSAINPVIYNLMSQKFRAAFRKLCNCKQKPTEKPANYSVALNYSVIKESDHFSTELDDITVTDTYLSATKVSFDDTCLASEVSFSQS
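Read-out: compound-evoked intracellular calcium rise in TRHR cells, fluo-8 dye, kinetic FDSS fluorescence at 1 s/cycle following a 10-cycle baseline. Cells cultured overnight before dye loading (30 min–1.5 h, RT).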
TrxR1 substrate – qHTS Assay for Substrates of Mammalian Selenoprotein Thioredoxin Reductase 1 (TrxR1): qHTS | Thioredoxin reductase 1, cytoplasmic (Rattus norvegicus), O89049 | purified TrxR1 substrate turnover, NADPH consumption readout | Potency, µM (doses to about 114 µM), without a hit: top-dose activity change, negative = substrate turnover | 390,000 tested, 0.01% active | AID 588456, 2011; further: potency means the concentration at half of the fitted maximal effect; on the % scale 0 is the no-effect control and ±100 the full control effect; nearly all actives have a fitted effect of over 50% in size
Target sequence (O89049 whole entry, looked up): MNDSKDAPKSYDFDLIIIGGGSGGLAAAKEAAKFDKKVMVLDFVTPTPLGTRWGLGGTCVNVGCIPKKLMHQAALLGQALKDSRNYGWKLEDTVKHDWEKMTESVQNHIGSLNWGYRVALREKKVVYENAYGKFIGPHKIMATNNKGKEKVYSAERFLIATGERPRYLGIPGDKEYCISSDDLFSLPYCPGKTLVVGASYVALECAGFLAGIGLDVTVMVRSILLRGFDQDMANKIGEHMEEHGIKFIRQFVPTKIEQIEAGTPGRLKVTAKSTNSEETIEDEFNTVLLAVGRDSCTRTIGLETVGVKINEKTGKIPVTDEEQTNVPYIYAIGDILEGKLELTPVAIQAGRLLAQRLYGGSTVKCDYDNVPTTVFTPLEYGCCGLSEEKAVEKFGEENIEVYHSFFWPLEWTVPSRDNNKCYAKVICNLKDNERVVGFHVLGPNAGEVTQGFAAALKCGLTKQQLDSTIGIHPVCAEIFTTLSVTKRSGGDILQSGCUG
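Rat TrxR1, dispensed at 90 nM, was prereduced with 400 uM NADPH (final) for 5 min at ~22 deg C, then incubated with compound 15 min before 400 uM selenite. A first-read NADPH fluorescence drop versus no-compound background flagged substrates.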
D2 antagonist – HTS Assay for Allosteric Antagonists of the Human D2 Dopamine Receptor: Primary Screen for Antagonists; inhibition, % at 10 µM; 340,000 tested, 2% active; HEK293 TREx D2 cells, calcium flux, dopamine EC80; AID 485344, 2010; D(2) dopamine receptor (Homo sapiens), P14416; in the data active means inhibition above about 30%; further: 0% is about no effect
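HEK293 T-REx D2 cells, tet-induced, calcium dye no-wash. Cpd pintool add, 180 s kinetic, then EC80 DA, 180 s kinetic. Ca flux read.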
rTrxR1 inhibitor – qHTS Assay for Inhibitors of Mammalian Selenoprotein Thioredoxin Reductase 1 (TrxR1): qHTS | Thioredoxin reductase 1, cytoplasmic (Rattus norvegicus), O89049 | recombinant rTrxR1, NADPH fluorescence consumption, selenite substrate | Potency, µM (series often up to 114 µM), for the others: top-dose activity change, negative = inhibition, actives largely listed as inhibitors | 390,000 tested, 1% active | AID 588453, 2011; further: potency means the concentration at half of the fitted maximal effect; on the % scale 0 is the no-effect control and ±100 the full control effect; nearly all actives have a fitted effect of over 65% in size
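Rat TrxR1 (90 nM in the dispensed reagent) was pre-reduced with 400 uM NADPH for 5 min at room temperature, then incubated with compound for 15 min. After 400 uM selenite was added, NADPH fluorescence (Ex 340/Em 450 nm) was followed for 8 min.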
D2 agonist – HTS Assay for Allosteric Agonists of the Human D2 Dopamine Receptor: Primary Screen for Agonists; 340,000 tested, 0.53% active; HEK293 T-REx D2 cells, calcium flux agonist mode; activation, % at 2 µM;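 active means activation over 3 SD above normal in the single-dose calcium agonist read, cut at about 30% in these data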; further: 0% is about no effect
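In this primary screen, compounds producing a positive calcium signal within 180 s of addition to tetracycline-induced, force-coupled HEK293 Trex D2 cells are flagged; cells are dye-loaded with a no-wash calcium kit beforehand.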
IDH1 R132H inh – qHTS for Inhibitors of mutant isocitrate dehydrogenase 1 (IDH1): qHTS; Isocitrate dehydrogenase [NADP] cytoplasmic (Homo sapiens), O75874; IDH1-R132H enzyme, NADPH consumption, diaphorase/resazurin fluorescence; Potency, µM (top dose mostly 76.6 µM), for inactives: at the top dose activity change, negative = inhibition, actives largely listed as inhibitors; 390,000 tested, 0.093% active; AID 602179, 2012; further: potency means the concentration at half of the fitted maximal effect; on the % scale 0 is the no-effect control and ±100 the full control effect; nearly all actives have a fitted effect of over 65% in size
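IDH1-R132H (0.5 ug/mL dispensed) in pH 7.5 Tris buffer was preincubated 30 min with compound, then given a substrate mix of 0.016 mM NADPH and 2 mM alpha-KG for 80 min at room temperature; remaining NADPH was read by diaphorase/resazurin fluorescence.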
USP1-UAF1 inh – Inhibitors of USP1/UAF1: Primary Screen; recombinant USP1/UAF1, Ub-Rhodamine cleavage fluorescence; Potency, µM (highest dose often 57.1 µM), without a hit: at the highest dose activity change, negative = inhibition, usual class: inhibitors; 390,000 tested, 0.23% active; further: potency means the concentration at half of the fitted maximal effect; on the % scale 0 is the no-effect control and ±100 the full control effect; nearly all actives have a fitted effect of over 60% in size; inactives centre near -12
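High-throughput fluorogenic screen: 1nM USP1/UAF1 complex, Ub-Rho substrate 150nM final, 50mM HEPES pH 7.8 with 0.5mM EDTA, 0.1 mg/ml BSA, 1mM TCEP and 0.01% Tween-20.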
Pin1 inhibitor – qHTS Assay to Find Inhibitors of Pin1; Peptidyl-prolyl cis-trans isomerase NIMA-interacting 1 (Homo sapiens), Q13526; Pin1 FP peptide displacement, HiFluor488, 10 min; Potency, µM (series often up to 115 µM), inactives show at the highest dose activity, negative = inhibition, actives largely listed as inhibitors; 390,000 tested, 0.009% active; AID 504891, 2011; active means well fitted inhibition curve with a large enough effect in the polarisation, with a control signal flat, not every such curve was filed as active; inconclusive means small, poorly fitted or top-dose-only effect, or effect the other way, or a change in a side signal; inactive means no such curve, though single readings can be large or run the other way; the % refers to the polarisation; further: potency means the concentration at half of the fitted maximal effect; on the % scale 0 is the no-effect control and ±100 the full control effect
Target sequence (Q13526 whole entry, looked up): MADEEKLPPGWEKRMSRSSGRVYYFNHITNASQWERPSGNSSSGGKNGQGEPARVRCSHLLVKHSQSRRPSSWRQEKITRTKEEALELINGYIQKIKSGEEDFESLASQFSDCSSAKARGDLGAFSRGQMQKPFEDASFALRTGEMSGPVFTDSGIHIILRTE
TRHR enhancer – qHTS for Small Molecule Agonists and Allosteric Enhancers of Human TRH Receptor: Primary Screen for Enhancers | TRHR cells, fluo-8 calcium fluorescence, EC20 TRH enhancement | enhancement, % at 2 µM | 360,000 tested, 0.66% active; in the data active means enhancement above about 30%; further: 0% is about no effect
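Enhancer read-out: after compound pinning and an initial kinetic agonist-mode read, an EC20 of TRH (10 nM final) was injected and fluo-8 calcium signal (Ex 480/Em 530) followed at 1 s/cycle for 100 cycles in TRHR-expressing cells.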
* marks the source's active call; other numbers are inactive results; ? = inconclusive; nt = no result given; [ ] = another dose, or the depositor's remark. Unless noted, the call rests on the fitted dose curve; in most records, active means well fitted inhibition curve with a large enough effect; inconclusive means small, poorly fitted or top-dose-only effect; inactive means no such curve, though single readings can be large or run the other way. An excerpt, so the mix of outcomes need not match the whole.

Structure,D2 agonist,TrxR1 substrate,TRHR enhancer,rTrxR1 inhibitor,IDH1 R132H inh,Pin1 inhibitor,TRHR ag,D2 antagonist,USP1-UAF1 inh
CCOc1ccccc1OCCCn1c(-c2ccc(Cl)cc2)nc2ccccc2c1=O,2.6,0%,2,9%,-8%,-8%,1.0,nt,-14%
Cc1cc(/C=C2\SC(=Nc3ccc(F)cc3)NC2=O)c(C)n1-c1ccc(S(N)(=O)=O)cc1,2.1,3%[57.1 µM],9,-1%[57.1 µM],-11%,?,0.3,38*,-11%
CSc1ccccc1C(=O)C1CCCN(C(=O)c2cncs2)C1 (centres undefined),-0.5,-10%,0,2%,-1%,-4%,-0.3,-1,-20%
CCOc1cc(CNCc2ccccc2)ccc1OCC(=O)NC1CCCCC1,0.3,3%,14,2%,9%,-2%,1.1,13,-4%
CCOC(=O)c1nnn(CC(=O)Nc2cccc(OC)c2)c1C(=O)OCC,-0.4,2%,-1,14%,10%,3%,0.0,-16,-14%
O=C(Nc1c(-c2cccs2)nc2ccccn12)c1ccc2ccccc2c1,0.9,nt,-4,nt,nt,nt,0.9,17,nt
COc1cc(OC)c(NS(=O)(=O)c2cc(-c3cnc(C)o3)ccc2OC)cc1Cl,0.1,-4%[57.1 µM],0,1%[57.1 µM],17%,-1%,1.7,nt,-24%
CC(=O)N1c2ccc(S(=O)(=O)N3CCC(C(=O)Nc4ccc(C)cn4)CC3)cc2CC1C (centres undefined),0.1,5%,3,13%,-3%,-15%,-0.3,0,-30%
CC(=O)O[C@H]1[C@@H](O)[C@H](O)[C@H](Oc2c(O)c(C)c3c4c2[C@@H](C)CC[C@@H]4[C@@H](C)C[C@H]3C=C(C)C)O[C@H]1C,nt,-7%,nt,17%,3%,2%,nt,nt,-18%
CCCCCSc1nnc2c(n1)OC(CC)Nc1ccc(Br)cc1-2 (centres undefined),0.1,10%,-6,25%,-11%,4%,-0.4,nt,-7%

Reformatted field by field: part of the list above
COc1cc(OC)c(NS(=O)(=O)c2cc(-c3cnc(C)o3)ccc2OC)cc1Cl
  D2 agonist: 0.1; TrxR1 substrate: -4%[57.1 µM]; TRHR enhancer: 0; rTrxR1 inhibitor: 1%[57.1 µM]; IDH1 R132H inh: 17%; Pin1 inhibitor: -1%; TRHR ag: 1.7; D2 antagonist: nt; USP1-UAF1 inh: -24%
CC(=O)N1c2ccc(S(=O)(=O)N3CCC(C(=O)Nc4ccc(C)cn4)CC3)cc2CC1C (centres undefined)
  D2 agonist: 0.1; TrxR1 substrate: 5%; TRHR enhancer: 3; rTrxR1 inhibitor: 13%; IDH1 R132H inh: -3%; Pin1 inhibitor: -15%; TRHR ag: -0.3; D2 antagonist: 0; USP1-UAF1 inh: -30%
CC(=O)O[C@H]1[C@@H](O)[C@H](O)[C@H](Oc2c(O)c(C)c3c4c2[C@@H](C)CC[C@@H]4[C@@H](C)C[C@H]3C=C(C)C)O[C@H]1C
  D2 agonist: nt; TrxR1 substrate: -7%; TRHR enhancer: nt; rTrxR1 inhibitor: 17%; IDH1 R132H inh: 3%; Pin1 inhibitor: 2%; TRHR ag: nt; D2 antagonist: nt; USP1-UAF1 inh: -18%
CCCCCSc1nnc2c(n1)OC(CC)Nc1ccc(Br)cc1-2 (centres undefined)
  D2 agonist: 0.1; TrxR1 substrate: 10%; TRHR enhancer: -6; rTrxR1 inhibitor: 25%; IDH1 R132H inh: -11%; Pin1 inhibitor: 4%; TRHR ag: -0.4; D2 antagonist: nt; USP1-UAF1 inh: -7%

(further entries)
Structure,D2 agonist,TrxR1 substrate,TRHR enhancer,rTrxR1 inhibitor,IDH1 R132H inh,Pin1 inhibitor,TRHR ag,D2 antagonist,USP1-UAF1 inh
CN(CC(=O)Nc1ccc(F)cc1)CC(=O)N1CCCCC1,-0.4,4%,10,19%,6%,1%,0.0,-7,-13%
COc1ccccc1CNC(=O)c1ccc2nc(N3CCOCC3)sc2c1,-0.9,-2%,-7,7%,-2%,-4%,-1.2,19,-26%
Cc1nc(C)c(C(=O)NCc2ccc(Cl)cc2)o1,0.9,13%[57.1 µM],-2,-2%[57.1 µM],2%,3%,0.4,-18,-8%
CCOC(=O)CCCCCC(=O)Nc1ccc2c(c1)C(=O)N([C@H](C)CO)C[C@@H](C)[C@H](CN(C)S(=O)(=O)c1cn(C)cn1)O2,nt,3%,nt,4%[57.1 µM],0%,2%,nt,nt,-14%
CCc1ccc(C2CC(c3ccco3)=NN2S(C)(=O)=O)cc1 (centres undefined),0.9,-14%,-2,?,2%,-6%,1.2,-14,-4%
O=C(Nc1ccc(N2CCN(c3ncccc3C(F)(F)F)CC2)nc1)c1cccs1,-0.6,-2%[57.1 µM],-4,2%[57.1 µM],2%,5%,-0.5,12,-12%
COc1ccc(C(=O)N/C(=C/c2ccccc2F)C(=O)NCCN2CCOCC2)cc1OC,-1.2,-11%[57.1 µM],10,36%[57.1 µM],7%,-5%,0.2,-10,-13%
CN1/C(=C\C(=O)c2cccs2)Sc2ccccc21,-0.6,6%[57.1 µM],14,17%[57.1 µM],21%,1%,-0.4,-11,-16%
O=C(Nc1ccccc1)Nc1nccs1,-0.1,3%[0.457 µM],29,16%,3%,3%,0.3,3,-13%
Cc1ccc(-c2n[nH]c3c2C(c2ccccc2Cl)N(c2ccc(C(=O)O)cc2)C3=O)cc1 (centres undefined),0.3,0%,0,5%,11µM*,-11%,-0.3,nt,?
Cc1cc2c(Nc3cccc(O)c3)ncnc2s1,1.4,-5%,-1,17%,2%,-2%,-0.7,3,-9%
CN(C)S(=O)(=O)N1CCN(C(=O)N2CCOCC2)CC1,0.5,2%,-2,22%,-3%,7%,-0.1,-22,-25%
CC(=O)Nc1ccc(S(=O)(=O)N2CCN(S(=O)(=O)N3CCCCC3)CC2)cc1,0.2,-1%,0,-1%,-12%,1%,0.5,15,-2%
Cc1ccc(C=NCc2ccncc2)c(O)c1,0.4,11%,6,2%,1%,-2%,0.6,20,-1%
CC1CCCC(NC(=O)COC(=O)c2ccccc2NC(=O)c2ccco2)C1C (centres undefined),-1.0,23%,13,11%[57.1 µM],-2%,7%,-0.1,-3,-17%
CCOC(=O)C1(Cc2ccc(OC)cc2)CCN(C(=O)c2ccoc2C)CC1,2.4,-5%,25,6%,-1%,0%,-0.8,-5,-10%
COc1ccc(C)cc1NC1(c2ccccc2)C(=O)c2ccccc2C1=O,nt,3%,8,21%,2%,-5%,-1.4,nt,-13%
O=C(CSc1nnc2c(n1)[nH]c1ccc(F)cc12)N1CCOCC1,-1.7,2%[57.1 µM],23,-3%[57.1 µM],1%,-50%,-0.2,-1,-7%
Cc1ccc(C)c2[nH]c(=O)c(CN(Cc3ccco3)C(=S)NCC3CCCO3)cc12 (centres undefined),-1.2,10%[57.1 µM],-4,10%[57.1 µM],2%,-4%,-1.0,3,-22%
Cc1cc(C)cc(N2C(=O)C=CC2=O)c1,nt,-2%,nt,1.1µM*,6%,2%,nt,nt,1%
CN1C(=O)c2ccccc2Sc2ccc(NC(=O)N3CCN(c4ccccc4F)CC3)cc21,nt,2%,0,?,-16%,2%,-0.5,nt,3%
CCOc1ccccc1NC(=O)C1CCCN1C(=O)OCc1ccccc1 (centres undefined),0.1,6%[57.1 µM],-2,3%[57.1 µM],3%,1%,0.0,-2,-17%
COC(=O)c1ccc(CSCc2ccc(C(=O)OC)o2)o1,-0.3,12%[57.1 µM],-5,4%[57.1 µM],3%,?,-0.1,-20,?
COc1ccc(/C=N/NC(=O)c2cccs2)c2ccccc12,nt,5%[57.1 µM],nt,14%[57.1 µM],-1%,14%,nt,nt,-9%
CCc1nnc(NC(=O)C(CC)CC)s1,0.8,2%[57.1 µM],4,22%[57.1 µM],6%,3%,0.0,-16,-14%
COc1ccc(Br)cc1CNC(=O)c1ccc2c(c1)nc1n2CCCCC1,-0.4,0%[57.1 µM],-10,8%[57.1 µM],2%,12%,-0.7,nt,9%
COc1ccc(S(=O)(=O)c2c(O)c(C)cc(NS(=O)(=O)c3ccc(Cl)cc3)c2C(C)C)cc1,-0.5,-7%,-5,13%,-8%,25%,1.9,nt,-23%
COc1ccc2cc(CCNC(=O)c3ccc(Br)o3)c(=O)[nH]c2c1,0.6,-3%,11,-36%,-1%,0%,-1.0,-7,-11%
CCCCC1N2CC3([N+](=O)[O-])CN1CC([N+](=O)[O-])(C2)C3(C)C (centres undefined),0.3,-10%,6,-5%,3%,0%,-0.5,10,5%
